# PolyA inh – yeast polyadenylation inhibition | S. cerevisiae SKY197-pL101 polyadenylation reporter, beta-gal luminescence; efflux-impaired pdr1/pdr3 knockout yeast; score 100 = 6 SD above DMSO | 300,000 compounds, 0.02% hits | calls only at 12 µM;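 active = lowest replicate activity score at least 50, where 100 means six control SD above control mean; inconclusive = lowest score under 50 but half or more replicates reach 50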;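 note: yeast exposed to compound for 9 h at 30 °C; higher score means more reporter readthrough which indicates perturbed polyadenylation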
# GSK3B inh – blocks human GSK3beta kinase activity. 300,000 compounds, 0.038% hits. activity score (negative = inhibition), % at 10 µM. AID 2097. P49841. GST-GSK3beta kinase, ADP-Glo luminescence, 60 min; active compounds read low;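 active = more than half of replicate wells score below -50%, meaning over 50% inhibition versus plate controls; inconclusive = some replicates but at most half score below -50%; inactive = no replicate scores below -50%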;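 note: 0% = median DMSO wells and -100% = median GW8510 positive control wells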
#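 Assay system: GST-fused GSK3beta enzyme, cell-free / Medium: Tris pH 7.5 buffer with MgCl2, DTT, BSA, heparin / Also added: peptide substrate plus 25 µM ATP (final) / Compound: 10 µM single point / Timing: kinase reaction with compound 60 min at room temperature / Detection: ADP-Glo luminescence / Benchmarks: DMSO neutral wells and GW8510 at 20 µM as positive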
# hERG rescue – shields human hERG channel from block by proarrhythmic agents; Q12809; CHO-hERG, FluxOR thallium flux, dofetilide IC70 present; activation (rescue from dofetilide block), less the hit threshold, % at 10 µM; 310,000 compounds, 0.51% hits;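 active = activation above the mean of controls blocked by dofetilide plus 5 SD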;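 note: thallium influx through hERG after potassium depolarization seen as dye fluorescence rise; in these data hits start at about 4.7%; inactives centre near -7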
# KCNQ1 pot – potentiates or activates the human KCNQ1 potassium channel; B-score at 10 µM; AID 2648; CHO-K1 KCNQ1, thallium flux FluxOR fluorescence; active compounds read high; 310,000 compounds, 0.35% hits; P51787;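 active = fluorescence ratio B-score, a plate-corrected score, at least three library SD, with initial intensity B-score within 5 SD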
# Target sequence (P51787 whole entry, looked up): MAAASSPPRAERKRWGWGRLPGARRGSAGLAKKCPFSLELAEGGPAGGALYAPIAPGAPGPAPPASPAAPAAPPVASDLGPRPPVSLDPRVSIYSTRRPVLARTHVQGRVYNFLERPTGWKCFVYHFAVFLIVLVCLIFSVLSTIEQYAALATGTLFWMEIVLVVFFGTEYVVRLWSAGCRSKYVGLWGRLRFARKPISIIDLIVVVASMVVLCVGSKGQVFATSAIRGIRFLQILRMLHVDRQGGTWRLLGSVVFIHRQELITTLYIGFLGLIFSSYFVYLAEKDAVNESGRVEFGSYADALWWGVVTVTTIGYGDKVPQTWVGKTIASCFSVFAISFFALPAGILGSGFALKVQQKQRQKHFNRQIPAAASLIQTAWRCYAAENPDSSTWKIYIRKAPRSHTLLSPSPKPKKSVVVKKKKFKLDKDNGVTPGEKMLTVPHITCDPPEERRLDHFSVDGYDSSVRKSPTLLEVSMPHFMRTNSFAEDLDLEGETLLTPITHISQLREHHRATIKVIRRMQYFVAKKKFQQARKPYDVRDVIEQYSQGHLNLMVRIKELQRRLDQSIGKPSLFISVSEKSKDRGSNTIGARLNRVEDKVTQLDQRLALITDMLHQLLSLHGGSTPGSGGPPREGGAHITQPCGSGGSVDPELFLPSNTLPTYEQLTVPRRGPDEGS
#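 Doses: Single concentration per compound, DMSO matched to controls | Test system: KCNQ1-transfected CHO-K1 cells | Timing: 90 min dye loading and 20 min compound exposure, both at room temperature | Measured by: Kinetic FluxOR thallium fluorescence, 10-s 1-Hz baseline, 110-s post-stimulus read | Medium: Assay buffer with matched DMSO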
# KCNQ1 block – human KCNQ1 channel inhibition; B-score at 10 µM; P51787; 310,000 compounds, 1.3% hits; AID 2642; CHO-K1 KCNQ1, FluxOR thallium flux fluorescence; active compounds read high;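 active = compounds whose thallium flux B-score, printed positive for inhibition, exceeds three library SD while starting fluorescence stays within three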;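 note: channel opened by potassium depolarization with thallium stimulus after 20 min compound exposure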
# KCNK3 inh – human KCNK3 channel inhibition, primary screen; CHO-KCNK3 thallium flux, FluxOR fluorescence; active compounds read low; B-score at 10 µM; 340,000 compounds, 0.84% hits; AID 602410;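 active = B-score under library mean minus 4 SD, starting fluorescence ratio at most library mean plus 5 SD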;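 note: more negative B-score means stronger inhibition of thallium flux through KCNK3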
# HDAC3 inhib – human HDAC3 inhibition; O15379; recombinant HDAC3, fluorogenic peptide/trypsin coupled, fluorescence; inhibition, % at 8.3 µM; 320,000 compounds, 0.15% hits; in the data active = inhibition above about 26%, passing the limit was not always enough; inconclusive = no clear call, values can overlap the other calls
# Target sequence (O15379 whole entry, looked up): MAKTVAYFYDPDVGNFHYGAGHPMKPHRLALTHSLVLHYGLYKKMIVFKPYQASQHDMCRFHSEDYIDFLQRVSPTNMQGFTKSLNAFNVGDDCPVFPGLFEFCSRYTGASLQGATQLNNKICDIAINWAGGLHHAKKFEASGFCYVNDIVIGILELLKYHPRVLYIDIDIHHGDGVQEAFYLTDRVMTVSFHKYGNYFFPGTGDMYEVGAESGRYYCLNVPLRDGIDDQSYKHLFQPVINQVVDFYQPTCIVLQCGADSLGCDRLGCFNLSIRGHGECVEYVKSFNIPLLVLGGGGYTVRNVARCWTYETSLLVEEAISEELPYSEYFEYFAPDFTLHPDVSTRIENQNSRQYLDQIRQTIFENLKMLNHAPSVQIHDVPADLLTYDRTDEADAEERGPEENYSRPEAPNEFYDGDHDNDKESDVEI
# KCNK9 inh – blocks the human KCNK9 two-pore domain potassium channel | Q9NPC2 | HEK293 KCNK9, FluxOR thallium flux fluorescence; active compounds read low | B-score at 10 µM | 310,000 compounds, 1.2% hits;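 active = ratio B-score over 3 SD below the library mean, with starting fluorescence within 5 SD of its mean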;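 note: negative B-score means less thallium flux so channel inhibition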
# DYRK1A inh – inhibitors of rat Dyrk1A kinase | 310,000 compounds, 0.43% hits | inhibition, % at 12.5 µM | ADP-Glo luminescence, NFATc1 peptide; in the data active = inhibition above about 50%;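 note: plate controls were vehicle with enzyme for no effect and no enzyme for full effect; many of its hits are not listed in these tables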
# RGS4 act – potentiators or activators of RGS4; HEK293 M3R/inducible RGS4, carbachol calcium flux Fluo4; active compounds read low; B-score at 10 µM; 310,000 compounds, 0.92% hits;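 active = B-score of the integrated calcium signal more than 4 SD below the library mean, with starting fluorescence not abnormally high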;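 note: negative B-score means reduced calcium response which marks RGS4 activation or potentiation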
#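 Material: M3R-expressing HEK293 line, RGS4 induced by doxycycline | Schedule: Overnight RGS4 induction, 30 min dye load 37 °C, 20 min compound RT | Measured by: Fluo4 fluorescence kinetic imaging of calcium | Read-out: Integrated calcium ratio converted to B score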
# GSK3 alpha inh – human GSK-3 alpha kinase inhibition. P49840. ADP-Glo luminescence, 60 min. inhibition, % at 10 µM. 320,000 compounds, 0.1% hits. AID 2650;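 in the data active = inhibition above about 50%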;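 note: GST-tagged GSK-3 alpha with peptide substrate and 25 µM ATP; 0% = DMSO neutral wells and 100% = GW8510 positive control wells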
# The depositor's hits bear a star; i = inactive; ? = inconclusive; / = no result given. Some of the compounds tested, so the mix of outcomes need not match the whole.
SMILES,PolyA inh,GSK3B inh,hERG rescue,KCNQ1 pot,KCNQ1 block,KCNK3 inh,HDAC3 inhib,KCNK9 inh,DYRK1A inh,RGS4 act,GSK3 alpha inh
CCOC(=O)C1NC(=O)CC1c1ccccc1 (centres undefined),i,0,-9,i,i,i,6,i,6,i,-1
CN1CCN(CCCNC(=O)c2ccc(/C=C3\Sc4ccccc4N(Cc4ccc(F)cc4)C3=O)cc2)CC1,i,-2,-42,i,6*,i,/,i,-2,-7.5*,/
COc1ccc(CN2CCN(C3CCOCC3)CC2CCO)c(C)c1C (centres undefined),i,4,-10,i,i,i,6,i,-1,i,-2
Cc1cc(Cl)ccc1OCC(O)CNCCc1ccc(S(N)(=O)=O)cc1 (centres undefined),i,1,-11,i,i,i,-1,i,-2,i,-2
CCCCC(=O)Nc1ccc2c(c1)nc(CCN1CCN(C)CC1)n2C,i,-4,-10,i,i,i,0,i,/,i,-1
COc1ccc(S(=O)(=O)N2CCC(NC(=O)N3CCOCC3)CC2)cc1,i,1,-9,i,i,i,-5,i,-1,i,0
CCOc1ccc(C(CC(=O)O)NC(=O)C2c3ccccc3Oc3ccccc32)cc1 (centres undefined),i,-1,-9,i,i,i,5,i,2,i,0
Cc1occc1C(=O)NC1CCCCCC1,i,-1,-12,i,i,i,-2,i,4,i,-2
CCOC(=O)c1cccc(NC(=O)CCc2nnc3ccc(N4CCN(C)CC4)nn23)c1,i,0,-4,i,i,i,-2,i,0,i,-1
O=C(COC(=O)CN1C(=O)C2CCCCC2C1=O)Nc1ccc(S(=O)(=O)N2CCOCC2)cc1 (centres undefined),i,0,-2,i,i,i,-3,i,-8,i,0
Cc1c(-c2cc(Br)ccc2O)nc2cc3c(cc2c1C)OCO3,i,-2,-4,i,i,i,1,i,2,i,-3
Cc1noc(C)c1COC(=O)C1CC(O)CN1S(=O)(=O)c1ccc(Cl)cc1 (centres undefined),i,3,-4,i,i,i,0,i,-5,i,-1
CC(C)c1cc(C(=O)N2CCCC(N3CCN(c4ccc(F)cc4)CC3)C2)no1 (centres undefined),i,3,-8,i,i,i,-4,i,-4,i,-1
C=CCn1c(CSc2nnc(-c3ccccc3)n2C)n[nH]c1=S,i,-3,-5,i,i,i,-4,i,-3,i,-2
CCn1c(C)[n+](CCCS(=O)(=O)[O-])c2cc(Cl)c(Cl)cc21,i,-1,-10,i,i,i,1,i,3,i,-2
CC(C)(C)c1ccc(Cc2n[nH]c(=S)[nH]c2=O)cc1,i,4,-2,i,i,i,3,i,-2,i,-3
CC1(C(=O)O)Sc2[nH]c(=O)sc2C2c3ccccc3OC(=O)C21 (centres undefined),i,-2,-7,i,i,i,-6,i,-2,i,-3
O=C(Nc1cccc(C(=O)O)c1)Nc1ccc2c(c1)OCO2,i,0,-10,i,i,i,/,i,23,i,-4
CC1Cc2ccccc2N1c1ncnc2c1nnn2Cc1ccccc1 (centres undefined),i,-3,-10,i,i,i,4,i,4,i,-2
O=C(COc1ccccc1Cl)NCCCN1CCOCC1,i,2,-6,i,i,i,-5,i,5,i,1
O=C(Nc1nc(COc2ccccc2)cs1)C12CC3CC(CC(C3)C1)C2,i,-4,-8,i,i,i,-1,i,5,i,-3
COc1ccc(-n2nc(C(=O)NCC(=O)NCc3ccco3)c3ccccc3c2=O)cc1,i,0,-13,i,i,i,6,i,4,i,0
O=C(c1ccncc1)c1ccc(NC(=O)c2cccs2)cc1,i,-5,-10,i,i,i,7,i,-3,i,-1
O=C(c1cccs1)N1CCc2c([nH]c3ccccc23)C1c1ccc(Cl)cc1 (centres undefined),i,-3,-7,i,i,i,6,i,1,i,-3
Cc1ccc(S(=O)(=O)Nc2cccc(C(=O)NCc3cccnc3)c2)cc1F,i,-3,-12,i,i,i,2,i,-5,i,-1
CN(C)CC(O)CN1C(=O)NC(C)(C)C1=O (centres undefined),i,2,-16,i,i,i,6,i,1,i,1
COc1ccc(N2CCN(CC(O)COCc3ccccc3)CC2)cc1 (centres undefined),i,7,-6,i,i,i,-1,i,-14,i,-3
CCOC(=O)c1c(N)sc(C(N)=O)c1C,i,-3,-9,i,i,i,4,i,24,i,7
COCC(=O)Nc1cc(Cl)c(OC)cc1OC,i,2,-7,i,i,i,5,i,-4,i,0
COC(=O)COc1ccc(-c2ccccc2)cc1C=O,i,-5,-10,i,i,i,-4,i,8,i,0

# Compound profiles, as listed above. Order of screens: PolyA inh	GSK3B inh	hERG rescue	KCNQ1 pot	KCNQ1 block	KCNK3 inh	HDAC3 inhib	KCNK9 inh	DYRK1A inh	RGS4 act	GSK3 alpha inh
# CC(C)(C)c1ccc(Cc2n[nH]c(=S)[nH]c2=O)cc1 across the screens: i	4	-2	i	i	i	3	i	-2	i	-3
# Cc1ccc(S(=O)(=O)Nc2cccc(C(=O)NCc3cccnc3)c2)cc1F across the screens: i	-3	-12	i	i	i	2	i	-5	i	-1

# (continued)
SMILES,PolyA inh,GSK3B inh,hERG rescue,KCNQ1 pot,KCNQ1 block,KCNK3 inh,HDAC3 inhib,KCNK9 inh,DYRK1A inh,RGS4 act,GSK3 alpha inh
Cc1cccc(C(=O)OCC(=O)NC(C)CCc2ccccc2)c1O (centres undefined),i,6,-4,i,i,i,2,i,0,i,0
COC1C(C)=C(C)C(=O)N1Cc1ccc(F)cc1 (centres undefined),i,1,-10,i,i,i,-2,i,-1,i,2
Cc1nnc(-c2cnn(-c3ccccc3)c2N)n1Cc1ccccc1,i,2,-10,i,i,i,3,i,-11,i,1
CC(C)C[C@@H](CO)N1CCN(C)CCC1=O,i,2,-8,i,i,i,-4,i,4,i,-1
Cn1c(C(N)=O)cnc1Sc1ncc(C(F)(F)F)cc1Cl,i,-4,-5,i,i,i,0,i,6,i,18
Cc1nc(NC(=O)CSc2nnc(Cn3nnc4ccccc43)n2C)sc1C,i,-2,-2,i,i,i,11,i,2,i,3
CCOC(=O)c1ccccc1NC(=O)CSc1nc2[nH]ncc2c(=O)[nH]1,i,-1,-15,i,i,i,1,i,12,i,1
CC(C)Oc1ccc(OCCn2c(S(=O)(=O)O)nc3c(N)ncnc32)cc1,i,-1,2,i,i,i,3,i,3,i,-3
CC1(C)Cc2c(C#N)c(NCCCO)nc(-c3ccccc3)c2CO1,i,1,-13,i,i,i,-9,i,9,i,-1
COc1cccc(CN2CC(C(=O)N(C)Cc3nc4ccc(F)cc4[nH]3)CCC2=O)c1 (centres undefined),i,-2,-9,i,i,i,/,i,/,i,/
CCCCOc1ccc(CSCCNC(=S)Nc2ccccc2)cc1,i,1,2,i,i,i,7,i,2,i,-3
COC(=O)N(NC(=O)C(O)(CCC(C)C)CCC(C)C)c1ccccc1,i,1,-10,i,i,i,0,i,5,i,-1
COC(=O)c1sc2ncccc2c1OCc1c(Cl)cccc1Cl,i,-4,-6,i,i,i,3,i,2,i,-1
Cc1nn(CC(=O)Nc2ccc(F)cc2)c(=O)c2ccccc12,i,-3,-5,i,i,i,0,i,-7,i,-2
NC(=O)CSc1nnnn1-c1ccc2c(c1)OCCO2,i,1,-1,i,i,i,0,i,24,i,2
CC1(C)CC2(CCO1)C(Nc1ccccc1)=NC(=S)N2c1ccccc1 (centres undefined),i,2,-4,i,i,/,-9,i,/,i,-3
CCN(CC(=O)Nc1ccccc1OC)C(=O)CN1C(=O)NC2(CCCC2)C1=O,i,2,-9,i,i,i,3,i,9,i,-2
COC(=O)C1=C(C(=O)OC)[C@@H]2Nc3ccccc3[C@@]23C[C@@H](C(=O)OC)N(C(=O)c2cc(C)oc2C)C3=N1,i,5,-3,i,i,i,13,i,8,i,-1
CCOC(=O)c1cc(-c2ccccc2)n(CCC(=O)N2CCN(c3ccccc3OC)CC2)c1C,i,-1,-9,i,i,i,12,i,-3,i,-4
COC(=O)c1ccccc1NC(=O)C(C)NS(=O)(=O)c1ccc(OC)cc1 (centres undefined),i,2,-4,i,i,i,1,i,6,i,-2
Cc1nc([N+](=O)[O-])c(C(=O)OCc2ccccc2C#N)n1C,i,0,-13,i,i,i,9,i,/,i,0
Cc1ccc(S(=O)(=O)NCCCOC(=O)Nc2ccncc2)cc1,i,1,-1,i,i,i,-1,i,6,i,1
CN(C)CCN1C(=O)C(O)=C(C(=O)c2cc3ccccc3o2)C1c1ccccn1 (centres undefined),i,2,-9,i,i,/,3,i,/,i,0
CCN(CC)S(=O)(=O)c1ccc(S(=O)(=O)Nc2ccc3c(c2)oc2ccccc23)cc1,i,0,-8,i,i,i,13,i,0,i,-1
Cc1ccccc1Cn1c(C)nc2ccccc21,i,-4,-10,i,i,i,0,i,1,i,1
CC(=O)Nc1cccc(C(=O)N/N=C/c2ccccc2F)c1,i,1,-2,i,i,i,4,i,-46,i,-6
CCOC(=O)c1cc2c(N)c(C(=O)c3cc(C#N)c(SC)nc3C)sc2nc1C,i,1,-1,i,i,i,?,i,0,i,-3
Cc1nc2c(cnn2-c2ccccc2)c(=O)n1/N=C/c1ccccc1,i,1,-5,i,i,i,-1,i,-4,i,-2
CCN(Cc1ccncc1)C(=S)Nc1ccc(Cl)cc1,i,0,-7,i,i,i,-4,i,-1,i,-2
CCn1c(C)cc2c(c1=O)C(c1ccccc1Br)C(C#N)=C(N)O2 (centres undefined),i,-2,-14,i,i,i,-2,i,-1,i,-2
COc1ccc(C2C(C(=O)N3CCN(c4ccccc4F)CC3)c3ccccc3C(=O)N2C)cc1 (centres undefined),i,0,-21,i,i,i,0,i,-1,i,0
Nc1nc(N)c(N=Nc2ccc(SCC(=O)O)cc2)c(=O)[nH]1,i,1,-7,i,i,i,2,i,4,i,0
COc1ccc(CCNc2ncnc3sc(C)cc23)cc1OC,i,1,-19,i,11*,i,-5,i,0,i,-1
COc1ccc(-c2nnc(SCc3nnc(-c4ccc(Cl)cc4)o3)n2-c2ccccc2)cc1,i,3,-4,i,i,i,1,i,-5,i,-1
Cc1ccc(NC(=O)Cn2c(/C=C/c3ccccc3)nc3ccccc32)cc1C,i,0,-9,i,i,i,-9,i,-3,i,5
